Screens deposited in PubChem by National Center for Advancing Translational Sciences (NCATS).
HCMV inh = blocks human cytomegalovirus replication. HFF cells, HCMV-luciferase reporter, 72 h; hits give low values. activity change, negative = inhibition, % at 57.5 µM. hit rate 4.5% among 410,000. AID 1259415; in the data active means activity change below about -60%; inconclusive means no clear call, values can overlap the other calls; inactive means above about -39%
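Two compound doses tested in HFFs infected with HCMV-luciferase, MOI 1 PFU/cell, 72 h at 37C. Lysate luminescence read with OneGlo; data normalized against buffer-only and 10uM Salinomycin inhibitor controls.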
AmpC inh detg = blocks E. coli AmpC beta-lactamase in detergent assay | P00811 | AmpC hydrolysis of nitrocefin, absorbance 480 nm, 0.01% Triton | Potency, µM (titrated, usually from 114 µM), without a hit: top-dose activity change, negative = inhibition, hits mostly inhibitors | hit rate 0.041% among 370,000 | AID 485294;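 further: potency means the concentration at half of the fitted maximal effect; 0% = no-compound wells and -100% = no-enzyme wells; nearly all actives have a fitted effect of over 25% in size; some results filed as inactive show a strong effect at the top dose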
Target sequence (P00811 whole entry, looked up): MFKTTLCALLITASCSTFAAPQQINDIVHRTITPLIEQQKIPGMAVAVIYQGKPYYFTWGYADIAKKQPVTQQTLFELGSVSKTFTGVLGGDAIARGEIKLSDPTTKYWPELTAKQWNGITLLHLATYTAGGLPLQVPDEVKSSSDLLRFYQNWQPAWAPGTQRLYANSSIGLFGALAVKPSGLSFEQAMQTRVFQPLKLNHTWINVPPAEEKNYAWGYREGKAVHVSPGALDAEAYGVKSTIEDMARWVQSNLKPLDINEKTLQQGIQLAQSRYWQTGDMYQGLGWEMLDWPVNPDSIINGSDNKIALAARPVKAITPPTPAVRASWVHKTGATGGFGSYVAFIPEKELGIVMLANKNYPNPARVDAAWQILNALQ
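AmpC (5.3 nM in the dispensed reagent) in 20 mM phosphate pH 7.0 with 0.01% (detergent screen) or 0.0001% Triton X-100 was preincubated with compounds for 15 min at room temperature. Nitrocefin was then added from an 800 uM solution, and hydrolysis was followed at 480 nm.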
AMA1 RON2 block = AMA1-RON2 (P. falciparum) interaction inhibition | AlphaScreen AMA1-biotinylated RON2 peptide binding | Potency, µM (series often up to 58.2 µM), for the others: top-dose activity change, negative = inhibition, most hits filed as inhibitors | hit rate 0.2% among 360,000 | AID 720542;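 further: potency means the concentration at half of the fitted maximal effect; 0% = vehicle wells and -100% = peptide control; nearly all actives have a fitted effect of over 45% in size; some results filed as inactive show a strong effect at the top dose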
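AMA1 (3D7) with his tag at 25 nM final met compounds first, then biotinylated RON2 peptide at 25 nM; detection used donor plus acceptor beads, 10 µg/mL apiece, read by AlphaScreen after 30 min at room temperature.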
HCV inh = inhibitors of hepatitis C virus infection; Huh7.5.1 HCVcc-Cre infection, luciferase reporter, 44 h; AID 651820; Potency, µM (doses to about 41.8 µM), for the others: top-dose activity change, negative = inhibition, usual class: inhibitors; hit rate 3.4% among 340,000; further: potency means the concentration at half of the fitted maximal effect
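A cell-based infection assay in which seeded cells (1,000 per well) receive test compound after 4 h, are inoculated with HCVcc-Cre at approximately 0.5 moi, and are incubated 44 h before luminescence detection.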
AmpC no deterg = inhibitors of E. coli AmpC beta-lactamase without detergent; AmpC nitrocefin hydrolysis, absorbance 480 nm, 0.0001% Triton; Potency, µM (series often up to 57.1 µM), for the others: top-dose activity change, negative = inhibition, usual class: inhibitors; hit rate 0.52% among 330,000;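 further: potency means the concentration at half of the fitted maximal effect; plate controls were no compound for no effect and no enzyme for full effect; nearly all actives have a fitted effect of over 20% in size; some results filed as inactive show a strong effect at the top dose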
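AmpC (5.3 nM in the dispensed reagent) in 20 mM phosphate pH 7.0 with 0.01% (detergent screen) or 0.0001% Triton X-100 was preincubated with compounds for 15 min at room temperature. Nitrocefin was then added from an 800 uM solution, and hydrolysis was followed at 480 nm.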
TbPYK inhibitor = inhibitors of Trypanosoma brucei pyruvate kinase. TbPYK enzyme, Kinase-Glo Plus ATP luminescence, 45 min. Potency, µM (titrated, usually from 76.8 µM), without a hit: at the top dose activity, negative = inhibition, actives largely listed as inhibitors. hit rate 0.12% among 410,000; further: potency means the concentration at half of the fitted maximal effect; nearly all actives have a fitted effect of over 50% in size
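Screened from lowest to highest concentration, compounds were pinned into TbPYK/substrate mixtures, and ADP (130 uM final) was added. Plates sat at room temperature for 45 min prior to Kinase-Glo Plus detection by luminescence.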
LmPK inhibitor = inhibitors of Leishmania mexicana pyruvate kinase | Q27686 | AID 1721 | Potency, µM (highest dose often 57.5 µM), without a hit: at the highest dose activity change, negative = inhibition, most hits filed as inhibitors | hit rate 0.37% among 290,000 | purified LmPK, Kinase-Glo ATP luminescence, 1 h; further: potency means the concentration at half of the fitted maximal effect
Target sequence (Q27686 whole entry, looked up): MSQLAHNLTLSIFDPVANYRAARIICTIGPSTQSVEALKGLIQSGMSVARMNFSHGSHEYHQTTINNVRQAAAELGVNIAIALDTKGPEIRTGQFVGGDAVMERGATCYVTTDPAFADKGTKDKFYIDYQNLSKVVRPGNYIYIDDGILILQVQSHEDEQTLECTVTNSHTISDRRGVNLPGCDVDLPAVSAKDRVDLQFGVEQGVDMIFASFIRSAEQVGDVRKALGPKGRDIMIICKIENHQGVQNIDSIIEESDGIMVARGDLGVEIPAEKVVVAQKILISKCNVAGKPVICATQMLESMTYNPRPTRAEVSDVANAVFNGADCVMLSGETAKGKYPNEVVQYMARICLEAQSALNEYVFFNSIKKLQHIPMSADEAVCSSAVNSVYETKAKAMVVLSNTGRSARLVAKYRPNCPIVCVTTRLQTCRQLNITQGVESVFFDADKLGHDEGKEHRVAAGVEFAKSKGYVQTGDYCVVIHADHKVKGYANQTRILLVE
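qHTS format; LmPK 0.1 nM; substrates PEP 0.5 mM and ADP 0.1 mM. One-hour room-temperature incubation, then coupled luciferase luminescence; 0.5 nM enzyme wells mark activation.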
An asterisk follows results filed as active; [ ] = remark or other dose. Unless noted, the call rests on the fitted dose curve; in most records, active means well fitted curve in the direction sought with a large enough effect; inconclusive means small, poorly fitted or top-dose-only effect, or another doubt; inactive means no such curve, though single readings can be large; an effect the other way counts as inactive or inconclusive. Unless noted, on the % scale 0 is the no-effect control and ±100 the full control effect.

CC(=O)Nc1ccccc1C(=O)C(=O)Nc1cccc(C(=O)N2CCC3(CC2)OCCO3)c1 was read as HCMV inh 175, AmpC inh detg 6%, AMA1 RON2 block -3%, HCV inh -7%, AmpC no deterg -3%, TbPYK inhibitor -1% and LmPK inhibitor -8%.
Cc1ccc(/C=N/Nc2ccc3ccccc3n2)o1 was read as HCMV inh -79*, AmpC inh detg 2%, AMA1 RON2 block 7%, HCV inh -30%, AmpC no deterg -1%, TbPYK inhibitor -9% and LmPK inhibitor inconclusive.
Screening O=C(Nc1nc(-c2ccccn2)cs1)c1ccc(F)c(S(=O)(=O)N2CCOCC2)c1 returned HCMV inh -97*, AmpC inh detg -26%, AMA1 RON2 block -58%, HCV inh 3.5µM*, AmpC no deterg -3% and TbPYK inhibitor inconclusive.
For C#CCOCCOCCOCCNc1nc(N2CCN(C(=O)[C@H](CCCCN)n3cc(C(N)CO)nn3)CC2)nc(N2CCN(C(=O)[C@H](CCC(=O)O)n3cc(C(N)CC(C)C)nn3)CC2)n1 (some centres not stated) the results were AmpC inh detg -6%, AmpC no deterg 72%[activator] and LmPK inhibitor -3%.
Cc1ccc(-c2nc3sc(CCNC(=O)c4ccco4)c(C)n3n2)cc1 was read as HCMV inh 76, AmpC inh detg 3% and TbPYK inhibitor 0%.
Screening CC(C)C[C@@H]1O[C@H](C(C)C)Cc2[nH][nH]c(=O)c21 returned HCMV inh -5, AMA1 RON2 block 22% and TbPYK inhibitor 1%.
For O=C(COC(=O)c1ccc[n+]([O-])c1)Nc1ccccc1OC(F)F the results were HCMV inh -32, AMA1 RON2 block -4%, HCV inh 3%, AmpC no deterg -18% and TbPYK inhibitor 0%.
`O=C(Nc1ccc(F)cc1)c1ccc(CSc2ccc(Cl)cc2)o1` gave HCMV inh -33, AmpC inh detg -6%, AMA1 RON2 block 13%, HCV inh -7%, AmpC no deterg -34%, TbPYK inhibitor 1% and LmPK inhibitor 3%.
Screening CC1(C(=O)NS(=O)(=O)c2cccs2)CCN1C(=O)Cc1ccc(Cl)cc1Cl (configuration not stated) returned HCMV inh 5, AMA1 RON2 block 7% and TbPYK inhibitor 1%.
For COc1ccc(Nc2ncnc3c2cnn3-c2cccc(C)c2)cc1OC the results were HCMV inh inconclusive, AmpC inh detg 2%, AMA1 RON2 block 0%, HCV inh -4%, AmpC no deterg -15%, TbPYK inhibitor 1% and LmPK inhibitor -1%.
Screening O=C1NC(=O)N(c2ccc(F)cc2)C(=O)/C1=C/c1ccc2c(c1)CCCN2Cc1ccccc1 returned HCMV inh -10, AmpC inh detg 3%, AMA1 RON2 block 3%[2.32 µM], HCV inh -6%, AmpC no deterg -55%, TbPYK inhibitor -21% and LmPK inhibitor 0%.
C=CCc1ccccc1OCC(=O)OCCNC(=O)c1cccnc1 was read as HCMV inh 40, AmpC inh detg -3%, AMA1 RON2 block -9%, HCV inh 7%, AmpC no deterg -9%, TbPYK inhibitor -7% and LmPK inhibitor 0%.
O=C1/C(=C/c2cccs2)SC(=S)N1c1cccc(O)c1 was read as HCMV inh -21, AmpC inh detg 9%, AMA1 RON2 block -27%, HCV inh -24%, AmpC no deterg -50%, TbPYK inhibitor -7% and LmPK inhibitor 6%.
For COc1ccc(OC)c(C=NN=Cc2cc(OC)ccc2OC)c1 the results were HCMV inh 9, AMA1 RON2 block 0% and TbPYK inhibitor -4%.
For O=[N+]([O-])c1cc2c(cc1Br)CCN2 the results were HCMV inh -33, AmpC inh detg -7%, AMA1 RON2 block -1%, HCV inh 2%, AmpC no deterg -3%, TbPYK inhibitor -2% and LmPK inhibitor 4%.
`Cc1nc(N2CCN(Cc3ccccc3)CC2)c(C#N)c2c1COC(C)(C)C2` gave HCMV inh inconclusive, AmpC inh detg -15%, AMA1 RON2 block -8%, HCV inh 11µM*, AmpC no deterg 21%, TbPYK inhibitor 2% and LmPK inhibitor 2%.
Cn1c(=O)c2c(nc(N/N=C/c3ccc(OC(=O)c4ccco4)cc3)n2Cc2ccc(F)cc2)n(C)c1=O was read as HCMV inh -31, AmpC inh detg -2%, AMA1 RON2 block -8%, HCV inh inconclusive, AmpC no deterg -11%, TbPYK inhibitor 8% and LmPK inhibitor -1%.
`CCOc1ccccc1NC(=O)c1c(NC(=O)c2ccccc2)sc2c1CCCC2` gave HCMV inh -15, AmpC inh detg 14% and TbPYK inhibitor 1%.
`CCOC(=O)N1CCC(NC(=O)c2cc(C(=O)Nc3ccc(S(=O)(=O)N4CCCCC4)cc3)ccc2CO)CC1` gave HCMV inh -35, AmpC inh detg inconclusive, AMA1 RON2 block -5%, HCV inh -10%, AmpC no deterg 64%[activator], TbPYK inhibitor -1% and LmPK inhibitor 13%.
`Nc1[nH]c(C(=O)c2ccccc2)c(-c2ccc(Cl)cc2)c1C(=O)NCc1ccccc1` gave HCMV inh -10, AMA1 RON2 block 4% and TbPYK inhibitor 0%.

Reprinted from the part before: two entries; new compounds follow.
`CCOC(=O)N1CCC(NC(=O)c2cc(C(=O)Nc3ccc(S(=O)(=O)N4CCCCC4)cc3)ccc2CO)CC1` gave HCMV inh -35, AmpC inh detg inconclusive, AMA1 RON2 block -5%, HCV inh -10%, AmpC no deterg 64%[activator], TbPYK inhibitor -1% and LmPK inhibitor 13%.
`Nc1[nH]c(C(=O)c2ccccc2)c(-c2ccc(Cl)cc2)c1C(=O)NCc1ccccc1` gave HCMV inh -10, AMA1 RON2 block 4% and TbPYK inhibitor 0%.
Screening CCCOc1cc(C)c(S(=O)(=O)NCc2cccs2)cc1C returned HCMV inh inconclusive, AMA1 RON2 block 17%, HCV inh -26%, AmpC no deterg -2% and TbPYK inhibitor 0%.
`CC(C)OC(=O)c1cc(C(=O)c2cc(Br)ccc2O)coc1=N` gave HCMV inh -10, AmpC inh detg 0%, AMA1 RON2 block -11%, HCV inh 13%, AmpC no deterg -29%, TbPYK inhibitor -3% and LmPK inhibitor 3%[11.5 µM].
For c1nc2ccc(Cc3ccc4nc[nH]c4c3)cc2[nH]1 the results were HCMV inh 28, AmpC inh detg 1%, AMA1 RON2 block 21%, HCV inh -6%, AmpC no deterg -19%, TbPYK inhibitor 3% and LmPK inhibitor 3%.
For CCCCn1c(N)c(N(CCOC)C(=O)c2c(C)noc2C)c(=O)[nH]c1=O the results were HCMV inh -21, AmpC inh detg -21%, AMA1 RON2 block -4%, HCV inh 1%, AmpC no deterg -8% and TbPYK inhibitor -1%.
For Cc1ccccc1NC(=O)NNC(=O)COc1ccc2ccccc2c1 the results were HCMV inh 11, AmpC inh detg -1%, AMA1 RON2 block 31%[activator], HCV inh 24%, AmpC no deterg -19%, TbPYK inhibitor -8% and LmPK inhibitor -8%.
For Cc1ccccc1C(=O)Nc1ccccc1C(=O)NCc1ccccc1 the results were HCMV inh -5, AmpC inh detg 0%, AMA1 RON2 block 13%, HCV inh -13%, AmpC no deterg -35%, TbPYK inhibitor -2% and LmPK inhibitor -3%.
For COC(=O)c1ccc(N2C(c3ccsc3)=Cc3cc4c(cc3C2CC(=O)c2ccco2)OCO4)cc1 (configuration not stated) the results were HCMV inh -69*, AMA1 RON2 block -19% and TbPYK inhibitor 1%.
`O=c1c(-c2cccc(Cl)c2)c[nH]n1-c1ccccc1` gave HCMV inh 8, AmpC inh detg -10%, AMA1 RON2 block -2%, HCV inh 1%, AmpC no deterg -29%, TbPYK inhibitor -3% and LmPK inhibitor 0%.
O=C1/C(=C\c2ccco2)SC(=S)N1Cc1ccccc1 was read as HCMV inh -19, AmpC inh detg inconclusive, AMA1 RON2 block inconclusive, HCV inh inconclusive, AmpC no deterg -27%, TbPYK inhibitor -2% and LmPK inhibitor 1%.
O=C(NC(=S)N1CCN(CCO)CC1)C12CC3CC(CC(C3)C1)C2 was read as HCMV inh -73*, AmpC inh detg -6%, AMA1 RON2 block 18%, HCV inh 16%, AmpC no deterg 5%, TbPYK inhibitor -2% and LmPK inhibitor -3%.

Among those listed so far, these have an aryl methoxy group.
For COc1ccc(Nc2ncnc3c2cnn3-c2cccc(C)c2)cc1OC the results were HCMV inh inconclusive, AmpC inh detg 2%, AMA1 RON2 block 0%, HCV inh -4%, AmpC no deterg -15%, TbPYK inhibitor 1% and LmPK inhibitor -1%.
For COc1ccc(OC)c(C=NN=Cc2cc(OC)ccc2OC)c1 the results were HCMV inh 9, AMA1 RON2 block 0% and TbPYK inhibitor -4%.

The list continues.
`O=C(Nc1cccc(C(=O)N2CCCCC2)c1)c1ccccc1` gave HCMV inh 20, AMA1 RON2 block 9%, HCV inh 11% and TbPYK inhibitor 4%.
For Cc1c(C)n2c(SCC(=O)N3CCCCC3)nnc2[nH]c1=O the results were HCMV inh 0, AmpC inh detg -23%, AMA1 RON2 block 6%, HCV inh -5%[8.37 µM], AmpC no deterg inconclusive and TbPYK inhibitor -2%.
`COc1ccccc1N1CCN(S(=O)(=O)c2c(C)sc3ncn(CC(=O)N(C)c4ccc(Cl)cc4)c(=O)c23)CC1` gave HCMV inh -16, AmpC inh detg 0% and TbPYK inhibitor 1%.
For Cc1csc(SCC(=O)NCc2ccccc2Cl)n1 the results were HCMV inh 38, AmpC inh detg 0%, AMA1 RON2 block -10%, HCV inh -13%, AmpC no deterg -20%, TbPYK inhibitor 4% and LmPK inhibitor -3%.
`C[C@H](NC(=O)c1nc[nH]c1C(=O)N[C@@H](C)C(=O)OC(C)(C)C)C(=O)OCc1ccccc1` gave HCMV inh 0, AmpC inh detg -12%, AMA1 RON2 block 149%[activator], HCV inh 7%, AmpC no deterg 82%[activator], TbPYK inhibitor -7% and LmPK inhibitor -5%.
Screening COc1cc(NC(=O)c2cccnc2)c(Cl)cc1NC(=O)c1ccc(Cl)cc1 returned HCMV inh 51, AmpC inh detg -7%, AMA1 RON2 block -7%, HCV inh 18%, AmpC no deterg -10%, TbPYK inhibitor 1% and LmPK inhibitor 9%.
For CCN1CCN(C(=S)c2ccc(OCC(=O)NCc3ccccc3)cc2)CC1 the results were HCMV inh -16, AmpC inh detg 0%, AMA1 RON2 block -1%, HCV inh 2%, AmpC no deterg 20%, TbPYK inhibitor inconclusive and LmPK inhibitor -1%.
Screening CC(C)NC(=S)N/N=C/c1ccc2c(c1)OCCO2 returned HCMV inh -67*, AmpC inh detg -7%, AMA1 RON2 block 14%, HCV inh 25%, AmpC no deterg -35%, TbPYK inhibitor -10% and LmPK inhibitor -3%.
For CCCOc1ccc(-c2c(=O)n(O)c3ccccc3[n+]2[O-])cc1 the results were HCMV inh 83, AmpC inh detg inconclusive, AMA1 RON2 block -8%, HCV inh 4%, AmpC no deterg -19%, TbPYK inhibitor inconclusive and LmPK inhibitor 6%.
